# D2 antagonist – antagonists of human D2 dopamine receptor; hit rate 2% among 340,000; inhibition, % at 10 µM; HEK293 TREx D2 cells, calcium flux, dopamine EC80; AID 485344; in the data active = inhibition above about 30%; note: 0% is about no effect
# Target sequence (P14416 whole entry, looked up): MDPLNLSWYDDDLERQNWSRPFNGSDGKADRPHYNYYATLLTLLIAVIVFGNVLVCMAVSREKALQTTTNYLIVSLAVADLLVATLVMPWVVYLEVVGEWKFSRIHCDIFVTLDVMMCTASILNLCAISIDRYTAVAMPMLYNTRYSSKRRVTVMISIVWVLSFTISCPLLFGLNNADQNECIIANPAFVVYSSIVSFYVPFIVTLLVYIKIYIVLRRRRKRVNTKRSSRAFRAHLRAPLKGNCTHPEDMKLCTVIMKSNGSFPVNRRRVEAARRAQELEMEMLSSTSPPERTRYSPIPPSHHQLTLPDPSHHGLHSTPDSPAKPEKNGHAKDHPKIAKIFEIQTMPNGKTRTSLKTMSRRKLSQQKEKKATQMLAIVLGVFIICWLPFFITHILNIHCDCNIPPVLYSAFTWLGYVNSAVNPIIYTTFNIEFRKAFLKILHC
#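 Measurement of antagonist activity uses fluorescent calcium dye in inducible HEK293 T-REx D2 cells: 10 s baseline, compound addition with 180 s read, EC80 dopamine addition with a further 180 s read.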
# D1 antagonist – blocks dopamine activation of the human D1 receptor | P21728 | HEK293 TREx D1 cells, calcium flux, dopamine EC80; stronger effect = lower value | activity change, negative = inhibition, % at 10 µM | hit rate 3.2% among 360,000 | AID 504652; in the data active = activity change below about -30%; note: % is set by controls: 0 for no effect and ±100 for the full control effect
#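 Tetracycline-induced HEK293 Trex D1 cells, force-coupled to calcium, dye-loaded; compounds added and read 180 s, then EC80 dopamine added and calcium flux tracked kinetically another 180 s.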
# RXFP1 agonist – activates the human relaxin receptor RXFP1. Q9HBX9. HEK293T-RXFP1 cAMP TR-FRET, 30 min; response scale: percent of porcine relaxin response, buffer zero. Potency, µM (doses to about 57.5 µM), inactives show at the top dose activation, actives largely listed as activators. hit rate 0.3% among 370,000. AID 2676; active = well fitted activation curve with a large enough effect; inconclusive = small, poorly fitted or top-dose-only effect; note: potency is the fitted concentration of half-maximal effect; % is set by controls: 0 for no effect and ±100 for the full control effect; nearly all actives have a fitted effect of over 60% in size; many of its hits are not listed in these tables
#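 HEK293 cells stably expressing RXFP1, treated 30 min at 37C with compounds plus PDE4 inhibitor Ro 20174; cAMP measured by HTRF TR-FRET. Normalized to buffer and 29 nM porcine relaxin; EC50 by Hill fit.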
# D1 ag – agonists of human D1 dopamine receptor; activation, % at 2 µM; P21728; hit rate 1% among 360,000; HEK293 T-REx D1 cells, calcium flux, agonist mode; in the data active = activation above about 30%; note: 0% is about no effect
#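 Tetracycline-induced HEK293 TREx D1 cells, force-coupled to calcium signalling, were dye-loaded with a no-wash calcium kit. Compound was pin-added after a 10 s baseline. Fluorescence was read kinetically at 1 cycle/s for 180 s, with calcium rises flagged as agonism.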
# D1 potentiator – human D1 dopamine receptor positive modulation; P21728; HEK293 TREx D1 cells, calcium flux, dopamine EC20 potentiation; potentiation, % at 10 µM; hit rate 0.036% among 360,000; AID 504651; in the data active = potentiation above about 30%; note: 0% is about no effect
# TRHR PAM – allosteric enhancers of human TRH receptor. P34981. TRHR cells, fluo-8 calcium fluorescence, EC20 TRH enhancement. enhancement, % at 2 µM. hit rate 0.66% among 360,000. AID 493056; in the data active = enhancement above about 30%; note: 0% is about no effect
# Target sequence (P34981 whole entry, looked up): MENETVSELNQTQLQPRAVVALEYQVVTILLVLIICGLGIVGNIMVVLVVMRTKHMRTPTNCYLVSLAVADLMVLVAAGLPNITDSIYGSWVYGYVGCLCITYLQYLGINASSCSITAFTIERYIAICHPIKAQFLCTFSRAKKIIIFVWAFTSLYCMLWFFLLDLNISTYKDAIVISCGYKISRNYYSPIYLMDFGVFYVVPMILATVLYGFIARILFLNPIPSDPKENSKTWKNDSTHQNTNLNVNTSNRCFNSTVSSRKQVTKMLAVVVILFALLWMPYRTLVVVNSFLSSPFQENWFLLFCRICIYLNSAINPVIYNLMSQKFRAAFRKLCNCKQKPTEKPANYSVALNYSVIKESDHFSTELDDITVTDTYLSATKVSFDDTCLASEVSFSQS
#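 Enhancer read-out: after compound pinning and an initial kinetic agonist-mode read, an EC20 of TRH (10 nM final) was injected and fluo-8 calcium signal (Ex 480/Em 530) followed at 1 s/cycle for 100 cycles in TRHR-expressing cells.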
# D2 ag – D2 dopamine receptor (human) agonism; activation, % at 2 µM; hit rate 0.53% among 340,000; HEK293 T-REx D2 cells, calcium flux agonist mode;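 active = activation over 3 SD above normal in the single-dose calcium agonist read, cut at about 30% in these data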; note: 0% is about no effect
#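 Agonism scored from kinetic calcium signal (1 read/sec, 180 s) following compound pin transfer, after a 10 s baseline. Cells: HEK293 Trex line expressing inducible D2 receptor coupled to calcium, dye-loaded after overnight culture at 30 C.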
# D2 PAM – D2 dopamine receptor (human) potentiation; P14416; potentiation, % at 10 µM; hit rate 0.34% among 340,000; HEK293 T-REx D2, calcium flux, EC20 dopamine potentiation;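 active = potentiation over 3 SD above the plate norm, cut at about 30% in these data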; note: 0% is about no effect
#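 Primary screen. Calcium kinetics in induced HEK293 T-REx D2 cells: compound pre-addition 180 s, EC20 dopamine, 180 s more.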
# RXFP1 antagonist – blocks the human relaxin receptor RXFP1. HEK293-RXFP1, relaxin-stimulated cAMP HTRF, 30 min; stronger effect = lower value. hit rate 0.59% among 350,000. activity change, negative = inhibition, % at 57.5 µM. AID 1259400;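 active = activity change of -60% or lower, but not beyond a set lower limit; inconclusive = change between -60% and -40%, or beyond the set limit; inactive = change above -40%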; note: % is set by controls: 0 for no effect and ±100 for the full control effect
# Numbers without * were called inactive; u = inconclusive; x = no result given; & = joins results of further samples. These rows are one share of the data; count on the stated rates, not on these rows.
SMILES,D2 antagonist,D1 antagonist,RXFP1 agonist,D1 ag,D1 potentiator,TRHR PAM,D2 ag,D2 PAM,RXFP1 antagonist
CSCC[C@H](NC(=O)Nc1ccc(C)cc1)C(=O)O,6.9,-8.1,1.8%,2.7,4.5,-0.2,0.2,10.4,-3.4
CCN(CC)S(=O)(=O)c1cccc(C(=O)N/N=C/c2ccccc2OCC(=O)O)c1,-5.3,-17.7,-0.6%,2.4,-1.4,-13.1,-1.3,-1.2,16.8
COc1ccc(N(CC(=O)NC2CC3CCC2C3)S(=O)(=O)c2ccccc2)cc1OC (configuration not stated),-6.1,5.2,-2.8%,0.6,-3.2,1.1,-0.1,13.8,-8.7
O=C(Nc1ccccc1O)c1csc2c1CCCC2,1.6,-15.2,2.7%,1.4,-2.2,-6.6,0.3,-4.3,-5.4
COc1ccc(Cn2nnnc2C(c2ccc(F)cc2)N2CCN(C3CCCC3)CC2)cc1 (configuration not stated),-2.4,-2.1,1.2%,15.1,3.6,-0.6,0.9,-10.3,-4.9
O=C1c2cccnc2C(=O)N1Cc1ccc(F)cc1,10.3,0.9,1.0%,3.5,10.5,-8.9,0.5,23.7,-18.4
CCN(CC(=O)NCc1ccncc1)S(=O)(=O)c1ccccc1,12.2,0.9,-0.2%,5.7,-0.1,-4.8,0.4,-3.6,-3.6
CCOC(=O)CCNCc1ccc(F)cc1,-27.2,14.5,1.4%,3.3,2.7,-0.5,1.9,-20.8,-14.4
CC(/C=C/c1ccccc1)=N\NC(=O)C1CC1(C)c1ccccc1 (configuration not stated),-10.9,-15.7,1.2%,0.8,-2.7,2.0,0.6,-6.8,1.3
O=C(c1ccccc1Cl)N1CCCCC1CCN1CCOCC1 (configuration not stated),x,-7.1,-1.4%,0.4,-2.2,0.6,-0.1,-1.0,-2.9
COc1cccc(/C=C/C(=O)OCC(=O)N2CCN(S(=O)(=O)c3ccc(Cl)cc3)CC2)c1,-15.8,14.5,3.0%,4.6,5.7,1.3,-1.0,-1.0,-10.5
COC(=O)c1ccc(NC(=O)CC2C(=O)N(c3cccc(C)c3)C(=O)N2C2CCCC2)cc1 (configuration not stated),x,-10.7,0.0%,-0.5,-1.6,-0.3,-0.3,4.4,-7.1
CCc1cc2cc(C)c(C)cc2nc1SCC(=O)Nc1cc(C)on1,-2.0,-15.9,1.2%,1.9,0.7,-2.3,-0.1,-1.7,-6.6
COc1ccc(C(C)=O)cc1COC(=O)Cn1cnc2ccccc2c1=O,-2.1,-10.8,-0.3%,0.2,-0.5,3.8,0.3,5.4,-1.4
COc1ccccc1CNC(=O)CSc1nc(=O)n(Cc2ccncc2)c2c1CCC2,17.8,-0.4,0.1%,0.8,4.5,2.7,0.4,-1.9,-9.2

# The last 4 entries of the section before open the next one.
SMILES,D2 antagonist,D1 antagonist,RXFP1 agonist,D1 ag,D1 potentiator,TRHR PAM,D2 ag,D2 PAM,RXFP1 antagonist
COC(=O)c1ccc(NC(=O)CC2C(=O)N(c3cccc(C)c3)C(=O)N2C2CCCC2)cc1 (configuration not stated),x,-10.7,0.0%,-0.5,-1.6,-0.3,-0.3,4.4,-7.1
CCc1cc2cc(C)c(C)cc2nc1SCC(=O)Nc1cc(C)on1,-2.0,-15.9,1.2%,1.9,0.7,-2.3,-0.1,-1.7,-6.6
COc1ccc(C(C)=O)cc1COC(=O)Cn1cnc2ccccc2c1=O,-2.1,-10.8,-0.3%,0.2,-0.5,3.8,0.3,5.4,-1.4
COc1ccccc1CNC(=O)CSc1nc(=O)n(Cc2ccncc2)c2c1CCC2,17.8,-0.4,0.1%,0.8,4.5,2.7,0.4,-1.9,-9.2
COc1ccc(C(=O)NC(C)CCc2ccccc2)c(O)c1 (configuration not stated),3.5,-47.7*,-2.3%,16.3,-6.5,8.9,-0.7,-1.4,-18.1
CC(=O)N1CC(C)Sc2ccc(S(=O)(=O)NC3CCCCC3)cc21 (configuration not stated),20.0,-12.5,1.6%,6.1,-2.5,1.7,0.4,1.3,7.1
O=C(Oc1oc(-c2ccco2)nc1C=Nc1ccc(Cl)cc1)c1ccco1,-19.7,-20.5,-2.8%,0.7,-3.9,-1.9,-0.5,-8.9,-8.9
COc1cc(C#N)ccc1OC(=O)c1cccc(S(=O)(=O)N2CCN(C)CC2)c1,0.2,-3.0,-1.5%,12.2,-4.6,7.1,0.4,3.3,u
Cc1cc2c(cc1S(=O)(=O)CCC(=O)NCCc1ccccc1)OCC(=O)N2,-7.7,7.9&-13.3,2.0%&0.4%,6.8&4.4,-8.8&-4.2,1.8&-5.2,13.8&0.2,-7.9&-4.9,4.6
O=C(Nc1ccc(-c2cn3ccsc3n2)cc1)C1CCCC1,5.3,28.6,-0.1%,3.8,-4.4,1.7,0.2,14.2,-1.0
Cc1ccc(C2C(=O)N(C3CCC(C)CC3)CC(=O)N2C2CCCC2)cc1 (configuration not stated),-10.5,12.8&-10.6,2.6%&0.1%,-2.6&1.0,-1.3&-2.2,-4.3&10.5,-0.2&0.0,-8.0&6.6,-1.9&-3.9
CCc1ccc(NC(=O)C(C)Sc2nc(-c3ccco3)c(C#N)c(=O)[nH]2)cc1 (configuration not stated),-9.6,-2.5,13.3%,2.3,-5.0,-23.8,-0.3,5.2,9.4
CCC(=O)Nc1ccc(OCc2nnc3c4ccccc4c(C)nn23)cc1,x,-15.0,25.8%,3.3,4.8,-2.9,x,x,-0.9
CC1CCN(S(=O)(=O)c2ccc(C(=O)Nc3sc4c(c3C(N)=O)CC(C)(C)NC4(C)C)cc2)CC1,x,44.1,3.2%,0.9,0.2,2.1,0.6,-13.5,-14.4
Cc1cc2c(cc1NC(=O)c1ccccc1Cl)n(C)c(=O)c(=O)n2C,x,-25.5,11.6%,1.2,-4.5,0.9,x,11.7,x
C=CCSc1nnc(NC(=O)Cn2cnc3c2c(=O)n(C)c(=O)n3C)s1,7.5,-3.0,u,3.4,-1.1,1.2,-0.2,-1.1,4.6
O=C1N(c2ccc(Cl)c(Cl)c2)CN(Cc2ccccc2)CN1n1cnnc1,9.7,-21.7,0.1%,2.3,-10.3,-3.8,0.1,4.7,-0.6
CCOc1ccc(C(CC(=O)Nc2cc(C)c(Cl)cc2OC)N2Cc3ccccc3C2=O)cc1OC (configuration not stated),x,-4.7,2.6%,0.6,-0.8,1.4,-0.8,2.8,x
CCCCN(CC)CCNC(=O)C1CCN(S(=O)(=O)c2cccc3nsnc23)CC1,3.8,-21.2&12.4,2.2%&2.2%,5.0&-2.0,-8.3&0.7,-1.5&-1.8,0.4&-0.2,-12.8&-2.4,-16.6
COc1ccc(-c2ccc(NS(=O)(=O)c3cc(C)c(C)cc3C)cc2)nn1,x,15.1,2.7%,1.8,4.8,0.3,2.0,8.4,-29.6
CC(C)N(Cc1cc2ccccc2[nH]c1=O)C(=O)c1cccnc1,2.5,-14.5,0.7%,13.1,-0.1,5.9,0.4,12.8,-1.7
CN(Cc1ccncn1)C(=O)CC1C(=O)NCCN1Cc1cccc(Oc2ccccc2)c1 (configuration not stated),-7.5,-3.9,1.2%,3.3,-4.3,8.3,0.1,6.1,-0.1
CC(=O)c1cccc(NC(=O)c2nc(-c3ccc(C)cc3)n3c2CCCCC3)c1,x,-0.6,1.1%,-0.1,-2.0,-6.5,1.1,1.8,x
C/C(=N/N=C(/N)SCc1ccccc1)C(C)(C)C,-2.2,-8.2,3.7%,0.4,-2.1,-0.3,0.1,-3.2,-5.4
C[C@H](OC(=O)N1CCN(C(c2ccccc2)c2ccccc2)CC1)[C@@H]1O[C@@]2(C)CCC[C@H]1O2,-9.4,12.9,-1.5%,1.7,3.3,-5.8,-2.3,8.5,x
Cc1cc(C)cc(NC(=O)CN2CCN(c3ccccc3)CC2)c1,6.2,-31.7*,-2.0%,-0.4,-3.7,8.0,-0.4,-2.7,12.5
Cc1ccc(S(=O)(=O)NCC(=O)N(CC(=O)NCc2ccco2)Cc2ccco2)cc1,-1.4,-6.2,-2.0%,0.5,-5.2,-3.0,0.1,1.5,18.1
O=C(N/C(=C\c1cccnc1)c1nc2ccccc2[nH]1)c1cccc(Br)c1,-8.0,6.7,2.3%,1.2,-6.0,-3.3,-0.4,-6.4,-3.9
CCN(CC)C(=O)CSc1nnc(CNc2ccc(F)cc2)o1,2.3,10.9,2.4%,2.9,-15.7,0.9,-1.1,-6.2,-3.7
COc1ccc(N2CCN(Cc3nc4c(c(=O)[nH]c(=O)n4C)n3Cc3ccccc3C)CC2)cc1,x,-19.6,-0.3%,2.4,-1.4,5.4,-0.4,x,16.7
CC1CCCN(C(=O)COc2ccc3c(c2)OCO3)C1 (configuration not stated),2.6,-2.2,-1.1%,4.2,3.2,-0.7,-0.8,2.5,8.2
CN(C)CCNC(=S)NC1CCCCC1,3.3,-1.8,1.4%,0.8,-2.2,-7.6,-0.8,-3.9,-3.0
N=c1n(CCO)c2ccccc2n1Cc1ccccc1F,x,7.6,3.9%,-0.2,-0.8,-0.1,0.7,10.5,-2.1
COCCNC(=O)CN1C(=O)NC2(CCOc3ccccc32)C1=O (configuration not stated),10.5,3.3,-2.1%,2.2,5.8,2.1,0.4,-10.0,11.8
Cc1cc2c3c(c1)C1(C(=O)N3C(C)(C)CC2C)C(C#N)=C(N)Oc2n[nH]c(C)c21 (configuration not stated),-12.3,-6.7,0.8%,2.2,-0.3,-10.6,1.1,6.9,-3.7
C=CCS/C(=N\n1cnc2ccccc2c1=O)N1CCCCC1,1.1,1.9,1.2%,0.4,0.6,7.0,0.2,6.5,-2.0
CCSc1nnc2nc3[nH]c4c(C)cccc4c3nn12,2.9,1.3,9.6%,-0.5,-1.4,-5.4,-0.3,x,-1.6
Cc1ccc(C)c(OCc2nc3ccccc3n2C)c1,x,7.1,-0.1%,-2.2,0.3,-4.3,-0.5,-9.0,-6.8
CCOC(=O)[C@@H]1[C@H]2COc3cc(OC)ccc3[C@@H]2N2C(=O)N(c3ccc(C)cc3)C(=O)[C@@]12C,11.9,5.6,2.7%,0.7,0.9,-7.0,-0.5,-9.8,x
CCc1ccc(Cn2nnc(C(=O)Nc3ccc(OC)cc3OC)c2N)cc1,-16.6,13.8,-0.6%,33.4*,x,7.0,2.1,2.5,-10.8
CCCCN(CC)CCNC(=O)c1cc2c(=O)n(C)c3ccccc3c2n1C,-13.7,10.1,3.0%,0.0,-3.7,1.0,2.3,-12.5,-1.7
CCc1nnc(NC(=O)[C@@H](NC(=O)c2cccc(S(=O)(=O)N(CC)CC)c2)C(C)C)s1,-5.3,9.9,1.9%,-2.6,0.8,2.1,0.5,21.8,4.6
CC(C)(C)c1ccc(OCC(=O)NNC(=S)NC(=O)c2ccco2)c(Br)c1,-20.8,-6.6,-5.4%,8.9,6.2,2.6,-1.2,12.8,-6.5

# Screening results: PubChem BioAssay, National Center for Advancing Translational Sciences (NCATS)
